NPY Y1 blocker: antagonists of human neuropeptide Y receptor Y1. P25929. HEK293-CNG Y1 cells, membrane potential fluorescence; NPY at EC95, then isoproterenol. inhibition, % at 3.6 µM. AID 1040. actives 1% (n = 200,000);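 active = inhibition above the campaign mean inhibition of all tested compounds plus 3 SD, cut at about 20% in these data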;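 note: 0% = DMSO wells given NPY plus isoproterenol and 100% = isoproterenol alone without NPY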
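Material: HEK293 cells with Y1 receptor plus CNG channel; times: compound incubation 1 h at room temperature, readout 45 min post-stimulation; signal: fluorescence, membrane potential probe; read-out basis: fluorescence ratio normalized to % inhibition between controls; benchmarks: full-block control isoproterenol-only wells, zero-block control NPY plus isoproterenol wells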
PGE2 EP2 inh: blocks the human prostaglandin E2 receptor EP2; inhibition, % at 25 µM; P43116; C6 glioma cells expressing human EP2, cAMP TR-FRET; cells stimulated with saturating PGE2; AID 1422; actives 0.52% (n = 260,000);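 active = percent inhibition above 40 after rounding to a whole number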;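 note: rat C6 glioma host cells with rolipram phosphodiesterase inhibitor present; the protocol text gives 20 µM as final concentration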
p97 inhibitor: inhibitors of human p97 ATPase; P55072; recombinant p97 ATPase, Kinase-Glo ATP luminescence, 3 h; inhibition, % at 8 µM; actives 0.42% (n = 220,000); in the data active = inhibition above about 15%;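 note: 0% = DMSO vehicle and 100% = wells lacking enzyme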
Target sequence (P55072 whole entry, looked up): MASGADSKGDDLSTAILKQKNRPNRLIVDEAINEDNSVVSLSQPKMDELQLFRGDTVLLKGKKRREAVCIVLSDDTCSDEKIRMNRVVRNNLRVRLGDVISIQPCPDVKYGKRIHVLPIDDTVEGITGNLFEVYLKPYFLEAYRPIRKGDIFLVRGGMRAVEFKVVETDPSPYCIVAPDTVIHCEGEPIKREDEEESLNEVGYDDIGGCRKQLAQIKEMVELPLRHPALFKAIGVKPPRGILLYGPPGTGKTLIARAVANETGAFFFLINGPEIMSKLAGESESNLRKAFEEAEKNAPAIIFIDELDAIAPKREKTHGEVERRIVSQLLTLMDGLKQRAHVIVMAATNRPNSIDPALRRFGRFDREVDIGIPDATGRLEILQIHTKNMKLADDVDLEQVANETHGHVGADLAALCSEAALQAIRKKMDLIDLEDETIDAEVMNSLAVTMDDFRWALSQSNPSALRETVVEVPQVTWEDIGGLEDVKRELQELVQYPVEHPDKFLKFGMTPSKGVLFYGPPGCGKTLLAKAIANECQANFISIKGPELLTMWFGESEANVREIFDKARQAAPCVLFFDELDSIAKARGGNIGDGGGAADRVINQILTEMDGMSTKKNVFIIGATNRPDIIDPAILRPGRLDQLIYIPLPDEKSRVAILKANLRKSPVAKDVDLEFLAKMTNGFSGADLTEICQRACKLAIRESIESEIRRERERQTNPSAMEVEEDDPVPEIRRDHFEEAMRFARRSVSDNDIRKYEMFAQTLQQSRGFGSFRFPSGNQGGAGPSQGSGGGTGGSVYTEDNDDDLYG
NPY2 pot ag: potentiators or agonists of human neuropeptide Y receptor Y2. P49146. cells expressing NPY-Y2, potentiator/agonist read-out. activation, % at 3.6 µM. actives 0.45% (n = 220,000). AID 1359; in the data active = activation above about 27%;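 note: cells stimulated with NPY near EC25 plus isoproterenol at EC100; 0% = vehicle plus submaximal agonist and 100% = vehicle plus saturating agonist; some results beyond the cut were filed as inactive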
EP2 mod: modulators of human EP2 prostaglandin E2 receptor; P43116; EP2-expressing cells, cAMP HTRF FRET, PGE2 co-stimulation; induction, % at 25 µM; actives 0.83% (n = 260,000); AID 940;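 active = compounds whose cAMP rise, as percent of the full-agonist control response, exceeds 60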;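 note: rat C6 glioma line stably carrying human EP2 under a CMV promoter; the protocol text gives 20 µM as final concentration; 100% = response of wells given 1 µM PGE2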
NPY-Y1 PAM-ag: human NPY-Y1 potentiation or agonism, primary screen; NPY-Y1 expressing cells, potentiator/agonist activation; activation, % at 3.6 µM; actives 0.37% (n = 220,000); AID 1304; in the data active = activation above about 33%, passing the limit was not always enough;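 note: cells stimulated with NPY at EC10 then isoproterenol at EC100; 0% = low agonist plus stimulus and 100% = saturating agonist plus stimulus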
eIF4E-4G inh: inhibitors of eIF4E and eIF4G interaction in translation initiation. P63073+Q04637. TR-FRET eIF4E-eIF4GI(517-606) binding, 2 h. inhibition, % at 21.7 µM. actives 0.37% (n = 220,000);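 active = inhibition above about 30%, limit read from the data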;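 note: 0% = full FRET control wells and 100% = background wells lacking eIF4GI fragment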
S1P4 antagonist: human S1P4 receptor antagonism; inhibition, % at 4.98 µM; S1P4-expressing cells, antagonist mode, reporter read-out; AID 1510; actives 0.26% (n = 220,000); O95977; in the data active = inhibition above about 29%;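 note: 0% = wells stimulated with agonist and 100% = vehicle wells without agonist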
S1P4 agonist: human S1P4 receptor agonism. S1P4-expressing cell line, agonist reporter assay. activation, % at 4.98 µM. actives 0.35% (n = 220,000). AID 1509; in the data active = activation above about 11%;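 note: 0% = DMSO vehicle and 100% = reference agonist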
Starred values were filed as active, the others as inactive; / = not tested or not shown; & = joins results of further samples; [ ] = remark or other dose.

The line under a structure holds: S1P4 antagonist	S1P4 agonist	PGE2 EP2 inh	NPY Y1 blocker	p97 inhibitor	EP2 mod	eIF4E-4G inh	NPY2 pot ag	NPY-Y1 PAM-ag
#1 CC(C)(C)CNc1cc(N2CCCC2)ccc1[N+](=O)[O-]
 : -2	-0.3	4	1	8	-3	3	10	-5
#2 CC(C)c1ccc(NC(=O)c2csnn2)cc1
 : 14	-0.8	5&14	4	3	4&-52	2	1	31
#3 COCCCNc1nc(N)c([N+](=O)[O-])c(NCC2CCCO2)n1 (configuration not stated)
 : 1	0.2	8	/	5	-4	1	6	28
#4 Clc1ccc(-c2nnc3n2CCCC3)cc1Cl
 : -8	0.5	6	-6	5	11	-4	12	9
#5 O=C1CSC(c2ccccc2)N1c1nc(-c2ccc(Cl)cc2Cl)cs1 (configuration not stated)
 : -7	-1.5	2	2	2	51	-7	-9	-6
#6 COc1ccc(CCNC(=O)CSc2ccc(-c3ccco3)nn2)cc1
 : -3	-0.7	7	-4	4	-4	1	-15	-14
#7 O=C(NCC1CCCO1)c1c(O)c2cccc3c2n(c1=O)CCC3 (configuration not stated)
 : 1	-0.3	0	-1	5	1	-2	-11	-7
#8 O=c1c2ccccc2nc2ccccn12
 : -13	0.2	5	0	3	3	4	7	-9
#9 Cc1ccc(SCc2nc3ccccc3n2CC(=O)Nc2c(C)cccc2C)cc1
 : 2	-0.9	2	12	3	33	-15[fluorescence artefact?]	-8	5
#10 O=S(=O)(NC1=NCCC1)c1cccc(NC(=S)NCCc2ccccc2)c1
 : -28	2.4	6	-2	-1	7	6	3	-1
#11 COc1ccc(N2C(=O)CC(Sc3nc(C)cc(C)c3C#N)C2=O)cc1 (configuration not stated)
 : -12	1.7	8	5	5	11	13[fluorescence artefact?]	-3	-10
#12 CC(=O)NC1(C(F)(F)F)NC(=O)N(c2ccc(F)cc2)C1=O (configuration not stated)
 : 7	1.5	8	0	1	20	-4	-10	-8
#13 O=C(Nc1ccc([N+](=O)[O-])cc1)c1nc[nH]c1C(=O)NC1CCCCC1
 : -10	-0.3	8	3	3	13	1[fluorescence artefact?]	-19	0
#14 CC(C)(C)NC(=O)NC(=O)Cn1ccsc1=N
 : -4	-1.1	3	2	-5	1	2[fluorescence artefact?]	4	-13
#15 CC1=C(C(=O)OCc2ccccc2)C(c2ccoc2)C(C#N)=C(N)O1 (configuration not stated)
 : -18	-2.1	15	3	-4	14	1	-6	-13

Ordered by molecular weight (low to high): some entries from above
The line under a structure holds: S1P4 antagonist	S1P4 agonist	PGE2 EP2 inh	NPY Y1 blocker	p97 inhibitor	EP2 mod	eIF4E-4G inh	NPY2 pot ag	NPY-Y1 PAM-ag
#2 CC(C)c1ccc(NC(=O)c2csnn2)cc1
 : 14	-0.8	5&14	4	3	4&-52	2	1	31
#12 CC(=O)NC1(C(F)(F)F)NC(=O)N(c2ccc(F)cc2)C1=O (configuration not stated)
 : 7	1.5	8	0	1	20	-4	-10	-8
#10 O=S(=O)(NC1=NCCC1)c1cccc(NC(=S)NCCc2ccccc2)c1
 : -28	2.4	6	-2	-1	7	6	3	-1

(listing goes on)
The line under a structure holds: S1P4 antagonist	S1P4 agonist	PGE2 EP2 inh	NPY Y1 blocker	p97 inhibitor	EP2 mod	eIF4E-4G inh	NPY2 pot ag	NPY-Y1 PAM-ag
#16 Cc1ccsc1/C=N/N=C1\C(=O)Nc2ccccc21
 : -11	-1.2	3	-2	0	-14	-1[fluorescence artefact?]	11	-10
#17 Cc1ccc(C)c(/C(O)=C2\C(=O)C(=O)N(CCCN3CCOCC3)C2c2cccnc2)c1 (configuration not stated)
 : -14	-0.6	11	5	-3	7	-5	2	3
#18 COc1cc(/C=C2\SC(=O)N(CCNC(=O)c3sc4cc(F)ccc4c3Cl)C2=O)cc(OC)c1OC
 : -6	1.8	12	0	2	-21	-2	12	23
#19 COCCN(C(=O)c1csnn1)C(C(=O)NC(C)(C)C)c1cccc(OC)c1 (configuration not stated)
 : -3	-0.4	5	5	1	3	9	13	14
#20 O=C1CCC(=O)N1N1C(=O)C2C3c4ccccc4C(c4ccccc43)C2C1=O (configuration not stated)
 : 10	-0.4	13	-3	2	15	5	-14	-25
#21 Cc1cc(OCC(=O)c2ccc(C(F)(F)F)cc2)n2cnnc2n1
 : 12	-1.8	3	/	4	2	0	4	-2
#22 Cc1cc2ncn(C(=O)N3CCOCC3)c2cc1C
 : -29	-1.3	16	-4	1	8	0	-7	-13
#23 CCCOc1ccccc1N/C(=N/c1nc(C)cc(C)n1)NC(=O)Nc1ccc(Cl)cc1
 : -14	1.9	11	3	3	-1	3	13	-6
#24 CCOC(=O)N1CCN(c2c(N3CCN(c4ccccc4OC)CC3)c(=O)c2=O)CC1
 : -11	-0.1	11	7	-3	/	/	-4	-21
#25 CCOC(=O)C1=C(Cn2ccc(C(F)(F)F)n2)NC(=O)NC1c1ccc2c(c1)OCO2 (configuration not stated)
 : -7	0.4	10	-6	4	30	2	19	-9
#26 COC(C)(C)c1cc(C(C)(C)C)nc(N)n1
 : 3	-2.3	8	11	5	3	/	-14	-22
#27 CCNC(=O)CC1C(=O)N(c2ccc(C)cc2)C(=O)N1CCc1ccc(OC)c(OC)c1 (configuration not stated)
 : -29	-1.0	12	-2	1	10	2	-27	-12
#28 CC(=O)Nc1cccc(NC(=O)c2c(-c3ccccc3Cl)noc2C)c1
 : 0	0.0	6	5	5	-12	-3	20	2
#29 CCOC(=O)c1c(C)[nH]c(C(=O)OCC(=O)Nc2cc(Cl)ccc2OC)c1C
 : -18	-1.9	4	-2	-8	22	-30	-27	-14
#30 O=C(COc1ccccc1-c1ccccc1)NCCN1C(=O)S/C(=C\c2cccnc2)C1=O
 : -18	1.8	6	1	1	-7	3	-7	-3
#31 COc1ccc(/C=C/C(=O)Nc2nc(C)c(C(=O)N(C)C)s2)cc1OC
 : -5	1.7	9	4	3	-22	1	7	-8
#32 COc1cc(/C=C/CN2CCN(CCC(C)C)C(CCO)C2)ccc1O (configuration not stated)
 : -8	-2.7	5	-2	2	-64	3	-7	14
#33 FC(F)(F)c1cccc(NCc2cn3cccnc3n2)c1
 : 19	-0.4	/	2	-4	15	0	-25	-2
#34 N#Cc1c(-c2ccccc2)nc(SCC(=O)Nc2nnc(C(F)(F)F)s2)[nH]c1=O
 : 8	0.3	20	3	7	42	-1	3	15
#35 COc1cccc(-c2nnc(SCc3ccc(C#N)cc3)n2Cc2ccco2)c1
 : -8	0.1	18	13	-2	14	-7	-3	-8
#36 CN1C(=O)c2cccc3c(S(=O)(=O)Nc4ccccn4)ccc1c23
 : -18	-2.2	6&8	-3	7	6&-60	6	-7	-22
#37 Cn1c(SCC(=O)N/N=C/c2ccncc2)nc2ccccc21
 : -10	-2.0	2	/	10	-12	0	-6	6
#38 Cc1ccc(CS(=O)(=O)CCC(=O)NCCC2=CCCCC2)cc1
 : 13	-0.5	7	-1	0	2	-5	-6	-3
#39 CC1CC(C)CN(S(=O)(=O)c2ccc(NC(=S)NC(=O)c3ccccc3)cc2)C1 (configuration not stated)
 : -4	-0.9	4	1	4	-3	17	-5	-3
#40 Cc1c(NC(=O)c2cc3c(s2)CCCC3)c(=O)n(-c2ccccc2)n1C
 : -16	-3.0	7	-4	1	-17	-1	-9	10
#41 Cc1ccccc1S(=O)(=O)NNC(=O)C(=O)NNc1ccccn1
 : -14	-1.9	/	3	-4	-8	-1	4	1
#42 COc1cccc(NC(=O)Cn2c(=O)oc3cc(S(=O)(=O)N4CCCC4)ccc32)c1
 : -13	0.8	1	/	0	-17	0	-5	-4
#43 O=C1NC(=S)S/C1=C1\Sc2ccccc2N1CCCS(=O)(=O)O
 : -8	0.5	6	-5	-5	30	2	-7	-4
#44 N#Cc1ccsc1NC(=O)COC(=O)c1cc2ccccc2cc1O
 : -7	0.4	8	6	2	-57	-1	-20	-15
#45 COCCNc1nnnc2c1sc1nc(N3CCOCC3)c3c(c12)CCCC3
 : 0	-1.1	8	1	-1	4	1	-21	-17
#46 O=C(Cn1c(CO)nc2ccccc21)Nc1cc(C(F)(F)F)ccc1N1CCOCC1
 : -6	-0.2	14	3	1	19	5[fluorescence artefact?]	13	10
#47 Cc1ccc(C(=O)CCC2CCCCC2=O)cc1 (configuration not stated)
 : 7	0.3	0	-2	1	6	-1[fluorescence artefact?]	-3	-25
#48 CCOC(=O)Nc1ccc(S(=O)(=O)NC2CCCCC2)cc1
 : -12	1.2	3	-3	3	-16	2	3	5
#49 N#CCCn1cc(C(=O)N2CCCCC2)c(-c2ccc([N+](=O)[O-])cc2)n1
 : 5	2.0	7	1	0	16	5	-6	9
#50 Cc1cc(Cl)ccc1OCC(=O)N1CC(C)CC(C)C1 (configuration not stated)
 : -13	2.1	7	4	-3	16	-2	-3	-20
#51 O=C(OCN1C(=O)c2ccccc2C1=O)c1cccs1
 : 12	1.2	8	0	1	5	-1	-2	-7
#52 COC(=O)CCC(=O)NC(=S)Nc1ccc(S(=O)(=O)Nc2cc(OC)nc(OC)n2)cc1
 : -7	-0.1	21	3	-2	-59	1	-1	3
#53 CCOC(=O)CNC(=O)CSc1nc2c(C)cccc2cc1CC
 : -5	2.2	16	10	1	56	0	-9	-11
#54 Cc1cc2ccccn2c1C(=S)NC(=O)c1ccccc1
 : -9	-0.1	6	-1	1	-15	2[fluorescence artefact?]	-2	-10
#55 CCOc1ccc(/C=N/OCC(=O)Nc2ccc(OCc3ccccc3)cc2)cc1OC
 : -10	-0.3	4	-1	0	-8	3	-6	-30
#56 O=C(NN1C(=O)C2C(C1=O)C1C=CC2C12CC2)c1cccc(Cl)c1 (configuration not stated)
 : 5	-1.1	4	-11	4	43	5	0	10
#57 COCCNC(=S)NNC(=O)c1cccs1
 : -10	2.4	6	4	-2	-1	-1	0	8
#58 CCOC(=O)Cn1c(=O)oc2cc(S(=O)(=O)NCC3CCCO3)ccc21 (configuration not stated)
 : 7	-0.2	7	-1	-3	7	2	-2	5
#59 CCC(=O)NC(=S)N1CCN(c2ccc([N+](=O)[O-])cc2Cl)CC1
 : -17	0.4	13	-1	8	22	2	-5	3
#60 Clc1ccc(-c2csc(N/N=C/c3ccc4c(c3)OCO4)n2)cc1
 : -19	0.8	4	-4	-11	1	1	8	-22

Screening results: PubChem, several laboratories

The list is partial; count on the stated rates, not on these rows.
